Source: PubChem (several laboratories)
Yeast life ext = compounds extending yeast replicative lifespan, primary screen, S. cerevisiae, OD615; inhibition of the nicotinamide effect, % at 10 µM; actives 0.68% (n = 130,000); S. cerevisiae growth with nicotinamide; deaD strain in restrictive glucose medium;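 active = inhibition above a set limit, placed 3 SD over the median of all compounds, cut at about 26% in these data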;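 also: 0% = nicotinamide-treated wells and 100% = cells grown without nicotinamide; some compounds called inactive have numbers as strong as hits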
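assay system = DeaD-strain S. cerevisiae | measured by = absorbance at 615 nm | probe or stimulus = nicotinamide 1.5 mM | buffer or medium = CSMM-D glucose medium, restrictive | times = 48 h at 30 °C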
NPY-Y2 antag = NPY-Y2 receptor antagonists, primary screen, cell-based. inhibition, % at 2.7 µM. actives 0.99% (n = 140,000). AID 793, 2007. NPY-Y2 expressing cells, antagonist mode; in the data active = inhibition above about 17%;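 also: 0% = vehicle with agonist challenge and 100% = reference antagonist with challenge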
Target sequence (P49146 whole entry, looked up): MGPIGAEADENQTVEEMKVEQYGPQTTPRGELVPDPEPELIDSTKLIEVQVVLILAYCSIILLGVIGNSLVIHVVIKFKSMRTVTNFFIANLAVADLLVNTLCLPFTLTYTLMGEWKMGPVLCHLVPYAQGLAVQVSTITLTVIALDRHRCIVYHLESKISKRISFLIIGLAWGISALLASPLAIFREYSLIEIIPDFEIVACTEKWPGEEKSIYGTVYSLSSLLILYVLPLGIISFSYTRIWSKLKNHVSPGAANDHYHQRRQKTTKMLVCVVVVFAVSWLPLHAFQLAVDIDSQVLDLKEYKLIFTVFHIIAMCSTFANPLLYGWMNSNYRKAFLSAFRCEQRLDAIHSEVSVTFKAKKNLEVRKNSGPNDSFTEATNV
HCT116 bCat-KO = primary screen for growth suppressors in beta-catenin knockout HCT116 cells (colon tumor, human) | viability, % at 10 µM | HCT116 beta-catenin knockout viability, CellTiter-Glo, 60 h; stronger effect = lower value | actives 1.5% (n = 140,000) | AID 818, 2007;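 active = viability at or under a set limit, the compound median less 4 SD, cut at about 6% in these data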;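 also: 0% = Hyamine 1622 control at 20 µM and 100% = untreated cell control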
E-sel TNF inh = E-selectin induction blockers in HUVEC – imaging, immunofluorescence, high content, primary screen | HUVEC TNFa-induced E-selectin immunofluorescence | inhibition, % at 2 µM | actives 0.71% (n = 120,000);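 active = inhibition above the batch mean plus 3 SD, and confirmed as a hit on visual image review, cut at about 43% in these data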;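 also: 0% = TNF-stimulated DMSO wells and 100% = unstimulated control wells; not every result past the cut was called active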
Measles CPE = compounds protecting cells from measles virus cytopathic effect, primary screen, measles RdRp inhibitor project, single point, MLSMR library, absorbance | protection (pct of control), % at 4 µM | actives 1.5% (n = 140,000) | Measles virus-infected cells, CPE protection; in the data active = protection mostly above about 24%, no sharp cut-off; inactive = mostly below about 26%; also: some compounds called inactive have numbers as strong as hits
MRP1 act = H69AR viability gain despite doxorubicin, primary screen, MRP-1 activator project, H69AR cells, CellTiter-Glo | viability rescue | viability increase, % at 10 µM | actives 0.61% (n = 140,000) | AID 799, 2007;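 active = viability gain under doxorubicin at or above a set limit, the compound median plus 3 SD, cut at about 4.7% in these data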;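 also: MRP-1 overexpressing cells given doxorubicin 25 µM after compound pretreatment; 18-22 h compound pretreatment then 72 h with doxorubicin before readout; 0% = doxorubicin-only wells and 100% = vehicle-treated cells without doxorubicin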
Phagocyt inh = inhibitors of macrophage phagocytosis, primary screen, imaging, J774A.1 cells, IgG beads | J774A.1 macrophage IgG-bead phagocytosis | inhibition, % at 5 µM | actives 0.07% (n = 110,000);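 active = inhibition above the mean of the plate negative controls plus 5 SD, cut at about 13% in these data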;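 also: phagocytic index as fraction of beads internalized from green versus red external bead signal; plate controls were DMSO negative control for no effect and cytochalasin-D positive control for full effect; some results beyond the cut were filed as inactive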
BB579 growth dn = growth inhibitors of yeast BB579 in restrictive medium, primary screen, yeast lifespan-shortening project, S. cerevisiae; actives 0.51% (n = 140,000); inhibition, % at 10 µM; OD615, 48 h;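 active = inhibition above a set limit, 3 SD over the mean compound inhibition, cut at about 44% in these data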; also: inactives centre near -24
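Assay system – yeast BB579 (DeaD) · Dosing – single compound dose of 10 µM, 0.25% DMSO final · Detection – OD615 turbidity measurement · Buffer or medium – CSMM-D restrictive synthetic medium containing dextrose (glucose) · Benchmarks – positive control amphotericin B 10 µg/mL · Incubation – 48 h exposure, 30 °C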
GALR2 antag = GALR2 antagonists in receptor-expressing cells, primary screen. Galanin receptor type 2 (Homo sapiens), O43603. actives 0.39% (n = 140,000). AID 828, 2007. antagonist mode. inhibition, % at 4 µM; in the data active = inhibition above about 27%;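 also: cells stimulated with galanin 1-16 at roughly its EC80; 0% = agonist challenge control and 100% = basal control without agonist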
Target sequence (O43603 whole entry, looked up): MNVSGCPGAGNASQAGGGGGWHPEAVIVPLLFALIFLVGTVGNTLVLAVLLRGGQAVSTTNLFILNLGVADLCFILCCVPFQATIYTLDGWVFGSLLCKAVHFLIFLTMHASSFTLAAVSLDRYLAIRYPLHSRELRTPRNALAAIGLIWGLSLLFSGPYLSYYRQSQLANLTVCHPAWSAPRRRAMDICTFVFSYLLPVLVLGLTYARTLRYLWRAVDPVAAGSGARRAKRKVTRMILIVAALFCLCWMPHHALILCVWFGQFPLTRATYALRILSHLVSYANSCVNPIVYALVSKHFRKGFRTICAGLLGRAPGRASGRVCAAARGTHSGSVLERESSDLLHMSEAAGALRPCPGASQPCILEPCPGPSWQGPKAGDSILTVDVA
HCT116 PTEN-null = growth suppression of PTEN-null HCT116, primary screen, cell-based, CellTiter-Glo. HCT116 PTEN-null viability, 60 h; stronger effect = lower value. viability, % at 10 µM. actives 1.2% (n = 140,000). AID 827, 2007;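 active = viability at or below a set limit, 4 SD under the median of all tested compounds, cut at about 3.7% in these data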;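 also: PTEN knockout HCT116 line with beta catenin targeted HCT116 as companion control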
The depositor's hits bear a star; . = no result given.

SMILES	Yeast life ext	NPY-Y2 antag	HCT116 bCat-KO	E-sel TNF inh	Measles CPE	MRP1 act	Phagocyt inh	BB579 growth dn	GALR2 antag	HCT116 PTEN-null
Fc1cccc(NC(=S)N2CCCC2)c1	-2	2	96	11	17	-0.6	-13	-30	12	103
Cc1ccc(-c2noc(CN(C(=O)C(c3ccccc3)c3ccccc3)C(C)C)n2)cc1	-13	8	50	3	4	0.5	.	-1	1	45
COc1ccc(/C=N/NC(=O)Cn2c(Cc3ccc(OC)c(OC)c3)nc3ccccc32)cc1OC	-3	-1	87	.	24	-0.3	-4	-3	-5	86
CCCCCC(=O)N1CCCC(c2nc(-c3ccc(OC)cc3)no2)C1 (configuration not stated)	0	4	73	-28	12	-4.4	.	-39	-7	69
CC(C)C(C(=O)Nc1ccc(S(=O)(=O)N2CCOCC2)cc1)N1C(=O)c2ccccc2C1=O (configuration not stated)	-5	2	91	-3	10	-1.3	-2	-4	6	108
CCOC(=O)c1ccc2nc(C)c3c(c2c1)OC(C)C3 (configuration not stated)	10	2	87	-15	2	-0.8	0	-50	-11	98
CC1CCCCN1CC(=O)Nc1ccc(Oc2ccccc2)cc1 (configuration not stated)	2	6	89	12	9	2.4	0	-23	17	96
COc1ccc(S(=O)(=O)N(C)CC(=O)N2CCN(c3ccc(F)cc3)CC2)cc1OC	-5	3	93	18	4	-3.3	-1	-18	-4	85
CCOC(=O)C1=NN(c2ccc(OC)cc2)C(c2ccccc2)CC1=O (configuration not stated)	.	4	94	-31	22	-3.0	.	-26	5	103
COc1ccc(O)c(-c2cc(-c3cccs3)[nH]n2)c1	-25	-8	41	-4	4	-4.9	4	-45	23	61
O=c1c2ccccc2nc2n1C(CSc1ccc(Cl)cc1)CN2 (configuration not stated)	-15	-1	111	6	5	-0.6	-1	-31	-3	96
O=C(c1ccc(COc2ccccc2[N+](=O)[O-])o1)N1CCCCC1	-6	8	98	-50	2	-2.4	-1	-15	14	89
CCC(=O)Nc1cccc(NC(=O)c2cc3ccccc3o2)c1	-15	0	89	.	27	-1.3	0	20	0	100
c1ccc(C2C3=C(Nc4ncnn42)c2ccccc2CCC3)cc1 (configuration not stated)	-7	2	94	11	21	-1.4	-1	-35	2	91
CC(CCc1ccccc1)NC(=O)COC(=O)c1cccc2ccccc12 (configuration not stated)	1	9	97	-6	11	0.0	-1	-59	-3	93
COc1ccc2nc(-c3ccco3)c(-c3ccco3)nc2c1	-9	1	85	-6	11	-3.9	0	-30	-7	80
CCCCCCNC(=O)C(C#N)c1nc2ccccc2nc1N1CCCC1 (configuration not stated)	-4	4	94	13	4	-0.5	0	-4	-19	88
CCN(CC)c1ccc(/C=N/OCC(=O)N2CCCc3ccccc32)cc1	-1	13	64	.	8	-2.9	-5	-19	-10	57
O=[N+]([O-])c1ccc(CSc2nnc(SCc3ccccc3)s2)cc1	4	11	93	.	33	2.5	-10	-17	1	84
COC(=O)c1cc(NS(=O)(=O)c2ccc(N3CCOCC3)c(N)c2)cc(C(=O)OC)c1	6	3	98	45	2	-1.6	-6	-43	-16	91
COc1ccc(CC(=O)Nc2ccc3c(C)cc(=O)oc3c2)cc1OC	1	0	88	.	10	-0.2	1	-30	18	98
CCn1c2ccccc2c2cc(CN3CCN(S(=O)(=O)Cc4ccccc4)CC3)ccc21	-1	7	87	.	16	-2.5	2	-7	-1	88
COc1ccccc1NS(=O)(=O)c1cccc(C(=O)N/N=C/c2ccc3c(c2)OCCO3)c1	1	2	101	.	10	0.0	-5	-27	17	104
Cc1ccc(-c2cc(-c3ccc(F)cc3)c(C#N)c(N)n2)o1	-2	3	94	-11	8	-3.0	0	-72	1	87
CC(C)OCCCNc1ncnc2c1[nH]c1ccccc12	-5	4	14	4	6	-5.4	-6	-32	39*	21
O=C(COc1ccc(Cl)cc1)Nc1ccc(N2CCN(C(=O)c3ccco3)CC2)cc1	-12	1	50	5	2	-0.3	.	-43	-11	61
O=C(Nc1ccccn1)C(NS(=O)(=O)c1cccc2nsnc12)c1ccccc1 (configuration not stated)	-15	3	89	.	7	-0.1	.	-25	-8	81
CN(C)S(=O)(=O)c1cc(NC(=O)CN2C(=O)NC3(CCCc4ccccc43)C2=O)ccc1Cl (configuration not stated)	-3	-4	71	67*	6	-1.1	0	-25	-5	59
CCCOc1ccccc1-c1nc(SCCC(=O)O)n[nH]1	-19	-1	101	-13	9	-2.6	3	-22	-2	103
CCCn1c2c(c(O)c(C(=O)NCCCN(CC)CC)c1=O)CCCC2	.	12	79	-14	25	-5.0	.	3	-3	86
COc1ccc(CNC(=O)COC(=O)c2ccc3c(c2)OCCO3)cc1	-8	11	93	0	4	-1.2	3	-9	2	94
Cc1ccc(C(=O)N/C(=C/c2cccnc2)C(=O)NCc2ccco2)cc1	0	-1	94	.	25	1.5	-2	17	-6	99
Cc1ccccc1N1C(=O)CC(N2CCC(C(N)=O)CC2)C1=O (configuration not stated)	-23	2	88	.	6	-2.7	0	-37	-2	81
COc1ccc(CNc2nc3c(c(=O)n(Cc4ccc(Br)cc4)c(=O)n3C)n2C)cc1	-15	4	57	-13	15	5.2*	2	-55	-2	43
O=C(NCc1ccc(Cl)cc1)c1ccc2nc[nH]c2c1	-2	3	95	42	4	1.7	-7	-15	1	99
COc1ccccc1NC(=O)/C(=C/c1cccc([N+](=O)[O-])c1)c1ccccc1	-3	14	75	-1	12	0.5	-8	-14	1	65
O=C1Nc2ccc(S(=O)(=O)N3CCCCCC3)c3cccc1c23	-7	5	98	-6	9	-1.6	0	-23	22	87
O=[N+]([O-])c1ccc(Sc2ccc(Cl)c(Cl)c2)nc1	-15	5	25	-38	20	-4.8	.	-13	-7	27
Cc1nn(C)cc1C=NCCOCc1ccccc1	2	0	91	4	11	0.0	.	-21	-4	97
O=C(O)c1cccc(NCc2cccnc2)c1	-9	3	100	-4	2	0.8	0	-7	-8	100
CCN1CCN(c2nc3c(c(=O)[nH]c(=O)n3C)n2CCCSc2ncccn2)CC1	-10	3	82	13	5	-2.1	.	-39	-4	88
O=C(CCCO)c1ccc2c(c1)OCCO2	-12	4	104	3	7	0.5	-1	-33	1	105
O=C(Nc1ccc(OC(=O)c2cccs2)cc1)c1ccco1	-9	6	100	7	3	-1.1	3	-30	4	109
C=CCn1cc(C(=O)NCc2ccc3c(c2)OCO3)c(=O)c2cc(S(=O)(=O)N(CC)CC)ccc21	1	3	83	13	15	-0.5	3	-16	3	84
CCCCSc1nnc(CCCCCNC(=O)OC(C)(C)C)o1	-1	4	96	.	16	-1.4	-1	4	4	93
COCCNC(=O)C(c1cccc(OC)c1)N(C(=O)Cn1nnc2ccccc21)c1cccnc1 (configuration not stated)	-4	1	99	-20	10	-2.1	1	-2	-7	90
Cc1ccc(N(CC(=O)Nc2ccc(-c3nc4ccc(C)cc4s3)cc2)S(C)(=O)=O)cc1	-11	1	98	-5	-1	-1.8	-3	-8	-12	73
COc1ccccc1-c1nnc2sc(COc3ccc(F)cc3)nn12	-14	2	57	5	35	-1.8	0	-22	7	43

Just HCT116 PTEN-null and MRP1 act (four entries from above):
mol | HCT116 PTEN-null | MRP1 act
Cc1nn(C)cc1C=NCCOCc1ccccc1 | 97 | 0.0
O=C(O)c1cccc(NCc2cccnc2)c1 | 100 | 0.8
CCN1CCN(c2nc3c(c(=O)[nH]c(=O)n3C)n2CCCSc2ncccn2)CC1 | 88 | -2.1
O=C(CCCO)c1ccc2c(c1)OCCO2 | 105 | 0.5

(more compounds)
SMILES	Yeast life ext	NPY-Y2 antag	HCT116 bCat-KO	E-sel TNF inh	Measles CPE	MRP1 act	Phagocyt inh	BB579 growth dn	GALR2 antag	HCT116 PTEN-null
Cn1ncc(Cl)c(Oc2ccc(Cl)cc2)c1=O	0	2	62	13	24	-3.2	-6	-20	12	77
CCn1c(C(C)NC(=O)Cc2ccccc2)nc2ccccc21 (configuration not stated)	-4	0	103	.	15	-1.2	-2	-16	10	106
COc1cccc(C2NC(=O)NC(C)=C2C(=O)Nc2cccc(C)c2C)c1 (configuration not stated)	-22	0	89	-5	2	-1.7	-1	-18	-3	88
Cc1nc2ccc(NC(=O)c3nn(C(C)C)c(=O)c4ccccc34)cc2s1	-5	5	104	21	15	0.0	-6	-6	11	89
Cc1ccc(C(=O)C2C(c3cccs3)NC(=O)NC2(O)C(F)(F)F)cc1 (configuration not stated)	-2	-2	96	11	7	-0.3	0	7	2	95
Cc1cc(C(=S)N2CCOCC2)c(C)n1-c1ccc(Cl)cc1	6	0	73	.	7	-1.6	10	-17	-7	77
C=CCc1c(C)nc(SC)nc1Nc1ccccc1	.	9	80	13	5	-1.8	.	-39	1	74
N#CC(C#N)=C1C=C2C=C(N3CCCCCC3)CCC2CC1 (configuration not stated)	-4	7	52	.	8	-1.4	-11	17	-1	47
Cc1cc(C)n(-c2nc3ccccc3nc2N2CCN(S(=O)(=O)c3ccc(F)c(C)c3)CC2)n1	-2	1	75	14	9	-2.0	0	-30	5	78
COc1cc(NC(=O)Cn2nc(Cc3cccnc3)c3ccccc3c2=O)cc(OC)c1OC	-8	1	84	.	4	-1.3	1	-11	8	92
CC1(C)Cn2c(nnc2-c2ccccc2)S1	0	2	98	0	6	-1.1	1	-40	4	102
COc1ccc(NC(=S)c2ccccc2)cc1	-4	-1	93	.	17	0.3	-4	-28	10	91
CCSc1nc(C)c(CC)c(C)c1C(N)=O	1	2	109	7	4	-0.6	-4	-16	-11	93
Oc1c(Cl)cc(Cl)c2c1NCCC2	-26	0	69	1	12	-1.6	0	99*	10	81
CCn1c(SCC(=O)Nc2nc3ccc(OC)cc3s2)nc2c1c(=O)n(C)c(=O)n2C	-4	3	69	-46	27*	-0.8	1	-35	8	66
O=C(CSCC(=O)N1CCOCC1)Nc1ccccc1	-5	2	96	-26	13	0.3	0	-36	-2	113
CCOC(=O)C1CCN(S(=O)(=O)c2ccc(Br)c(OCC)c2)CC1	-4	2	92	-8	15	-2.3	1	-11	-3	84
CC1CCCN(c2ccc(C(=O)OCn3nnc4ccccc4c3=O)cc2[N+](=O)[O-])C1 (configuration not stated)	0	4	89	-2	19	-1.4	0	-11	9	91
CCCc1nn(C)c(C(=O)Nc2ccc(C)c(C)c2)c1Cl	-4	9	88	.	39	1.4	-4	-8	6	93
